Screening results (PubChem)
Redox H2O2 prof – compounds producing H2O2 with reducing agent – biochemical, NIH compound library profiling, artefact control for MLSCN library redox annotation, primary screen | DTT-dependent redox cycling H2O2, phenol red/HRP absorbance; 100% = 100 µM peroxide control, 0% = buffer | activation, % at 10 µM | 0.03% of 200,000 active | AID 878, 2007;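 active means activation of at least 50% relative to the plate's high and low controls in the primary single-dose screen; inactive means activation below 50%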;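 further: compound incubated with DTT at 0.8 mM final as the reducing agent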
bIAP inh – bovine intestinal alkaline phosphatase inhibitors, primary screen, selectivity assay for TNAP inhibitor project, biochemical, bovine IAP, CDP-star luminescence. 190,000 tested, under 10 active. inhibition, % at 20 µM. purified bovine IAP, 30 min;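 active means over 50% inhibition of intestinal alkaline phosphatase at 20 µM in the single-dose screen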
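System: Purified bovine intestinal alkaline phosphatase (IAP) enzyme | Input: IAP diluted 1/65,000,000 in the well | Also added: CDP-star chemiluminescent phosphatase substrate, 30 µM final | Dosing: 20 µM single dose | Times: Enzyme reaction for 30 min at room temperature | Detection: Luminescence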
S1P3 antagonist – S1P3 receptor antagonists, primary screen, cell-based; Sphingosine 1-phosphate receptor 3 (Homo sapiens), Q99500; CHO S1P3 NFAT-BLA reporter, FRET fluorescence, antagonist mode; inhibition, % at 4.98 µM; 0.27% of 170,000 active; AID 485, 2006;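 active means inhibition above the plate cutoff, the mean inhibition of test wells on that plate plus 3 SD, cut at about 28% in these data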;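 further: cells challenged with S1P at its EC80 of 0.8 µM; blue over green emission ratio from cleaved BLA substrate after 4 h stimulation; 0% = S1P-stimulated wells and 100% = unstimulated DMSO-only wells; some compounds past the cut are filed as inactive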
Target sequence (Q99500 whole entry, looked up): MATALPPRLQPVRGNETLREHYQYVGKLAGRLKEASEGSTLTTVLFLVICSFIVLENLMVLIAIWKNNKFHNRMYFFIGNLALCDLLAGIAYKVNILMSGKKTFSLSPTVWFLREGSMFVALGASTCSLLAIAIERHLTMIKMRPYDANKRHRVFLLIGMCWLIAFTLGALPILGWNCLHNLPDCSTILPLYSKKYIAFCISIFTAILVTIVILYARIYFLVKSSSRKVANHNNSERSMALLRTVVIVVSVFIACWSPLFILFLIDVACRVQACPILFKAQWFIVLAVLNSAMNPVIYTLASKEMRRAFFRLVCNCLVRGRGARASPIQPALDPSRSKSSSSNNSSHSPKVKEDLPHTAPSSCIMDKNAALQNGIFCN
bIAP activator – bovine intestinal alkaline phosphatase activators, primary screen, biochemical, bovine IAP, CDP-star luminescence. activation factor at 20 µM. alkaline phosphatase, intestinal [Bos taurus]. purified bovine IAP, 30 min; active compounds read high; fold of DMSO-control signal, blank-subtracted. AID 1016, 2008. 0.17% of 200,000 active;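 active means activation factor of 2 or more at 20 µM, a signal rise over negative controls twice the positive control's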
ROMK mod – ROMK potassium channel modulators, primary screen, cell-based, thallium flux, MLSMR library; 2% of 130,000 active; AID 1918, 2009; Tet-inducible ROMK, thallium flux fluorescence; actives lie on both sides; ATP-sensitive inward rectifier potassium channel 1 (Homo sapiens), P48048; B-score at 10 µM;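 active means signal ratio slope over the read window, or its plate-corrected B-score, at least 3 SD from the plate mean, either direction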;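 further: B-score of the F/F0 ratio slope over 7 to 12 s after thallium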
Target sequence (P48048 whole entry, looked up): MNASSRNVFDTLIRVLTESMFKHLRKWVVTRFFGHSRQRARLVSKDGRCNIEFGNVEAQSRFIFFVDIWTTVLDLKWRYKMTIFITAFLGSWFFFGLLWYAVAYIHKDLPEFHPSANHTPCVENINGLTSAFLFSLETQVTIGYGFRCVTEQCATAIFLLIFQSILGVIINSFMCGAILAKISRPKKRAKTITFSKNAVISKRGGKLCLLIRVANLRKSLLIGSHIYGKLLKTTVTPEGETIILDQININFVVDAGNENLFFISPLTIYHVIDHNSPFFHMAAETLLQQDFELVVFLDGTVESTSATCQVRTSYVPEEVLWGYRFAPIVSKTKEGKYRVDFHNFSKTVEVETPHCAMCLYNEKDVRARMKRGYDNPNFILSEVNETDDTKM
Lmaj promast – Leishmania major promastigote growth inhibition, primary screen; Leishmania major promastigotes, resazurin fluorescence viability; inhibition, % at 10 µM; 9% of 200,000 active; AID 1063, 2008; in the data active means inhibition above about 50%;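 further: promastigotes grown with compound for 44 hours at 28 °C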
* = called active by the depositor; x = no result given.

The line under a structure holds: Redox H2O2 prof	bIAP inh	S1P3 antagonist	bIAP activator	ROMK mod	Lmaj promast
> CC1CCN(c2nc3ccccc3nc2C(C#N)C(=O)NC2CCCCC2)CC1 (stereo not given)
    x	20.8	24.5	0.8	x	x
> c1ccc(N(c2ccccc2)c2nc(N3CCOCC3)nc(N3CCOCC3)n2)cc1
    x	8.6	8.5	0.9	x	x
> COc1ccc(N2CCN(c3nc4c(c(=O)n(C)c(=O)n4C)n3CCCc3ccccc3)CC2)cc1
    x	4.9	-17.0	1	x	x
> Cc1cc(NS(=O)(=O)c2ccccc2)c(C)c(Cl)c1O
    x	13.3	14.7	0.9	x	x
> COc1ccc(CCN(C(=O)c2ccc(F)cc2)C2=CC3CCC(C2)N3C)cc1OC (stereo not given)
    x	12.0	0.8	0.9	x	x
> Cc1ccc2c(nc3s/c(=C/c4cccs4)c(=O)n32)c1C
    x	-0.2	-5.4	1	x	x
> CC(=O)N1CC2(C)CN(C(C)=O)CC(C)(C1)C2=O
    x	2.1	6.4	1	x	x
> CCCOc1ccc(/C(O)=C2/C(=O)C(=O)N(CCN(CC)CC)C2c2ccncc2)cc1 (stereo not given)
    x	-3.5	-0.8	1	x	x
> CC1CCCCC1NC(=O)CSc1nc2ccccc2c(=O)n1Cc1ccco1 (stereo not given)
    x	0.5	-11.9	1	x	x
> CCOC(=O)c1cnc(=O)[nH]c1C
    x	6.7	-13.5	0.9	x	x
> Cn1c(=O)c(C(=O)Nc2cnccn2)c(O)c2ccccc21
    x	5.3	-12.4	0.9	x	x
> CC(=O)c1sc(-c2c(C)nc3sccn23)nc1C1CCCC1
    x	-1.7	0.0	1	x	x
> Cc1sc2nc(-c3cccs3)nc(N3CCCN(C)CC3)c2c1C
    x	-8.0	-19.7	1.1	x	x
> c1csc(-c2nn3c(-c4ccncc4)nnc3s2)c1
    x	17.5	-1.2	0.8	x	x
> CCOc1cc(-c2ccc3c(c2)OCO3)cc(=O)c2c(C)oc(C)c12
    x	5.7	-8.5	0.9	x	x
> COc1ccc(-c2nnc3sc(-c4ccccn4)nn23)cc1
    x	3.1	21.8	1	x	x
> Cc1ccc2oc3c(c(=O)c2c1)C(c1cccs1)N(CCCN(C)C)C3=O (stereo not given)
    x	-5.2	-72.2	1.1	x	x
> COc1ccc(-c2nnc(CSc3ncnc4sc5c(c34)CCC5)o2)cc1OC
    x	3.0	15.0	1	x	x
> NCc1ccc(-c2nc3ccccc3o2)cc1
    x	8.0	-20.9	0.9	x	x
> CCC(C)(C)n1nnnc1CN(Cc1cccs1)Cc1cc2cc(OC)ccc2[nH]c1=O
    x	-2.2	-34.3	1	x	x
> Cc1ccccc1NC(=O)c1c(O)c2cccc3c2n(c1=O)CCC3
    x	19.1	-0.4	0.8	x	x
> CCN1CCN(c2ncnc3c2oc2nc(C(C)C)c4c(c23)CCC4)CC1
    x	-4.2	0.1	1	x	x
> Cc1ccc(Cn2c(=O)c3ccccc3n3c(SCC(=O)N4CCCCC4C)nnc23)cc1 (stereo not given)
    x	5.8	-1.3	0.9	x	x
> O=C1Nc2ccccc2C12OCCS2 (stereo not given)
    x	-0.5	-37.6	1	x	x
> CN(C)CCN(C)Cc1ccc2c(c1)Cc1ccccc1-2
    x	-7.7	-0.3	1.1	x	x
> COc1ccc(-c2nnc3sc(-c4ccc(Br)o4)nn23)cc1OC
    x	9.8	12.1	0.9	x	x
> CCc1cc2c(=O)c(-c3cscn3)coc2cc1OC
    x	27.7	8.3	0.7	x	x
> Cc1ccc(S(=O)(=O)c2cc3c(=O)n4cccc(C)c4nc3n(Cc3ccco3)c2=N)cc1C
    x	6.1	2.4	0.9	x	x
> COc1ccccc1CC(=O)NCC1CCCO1 (stereo not given)
    x	-17.0	-37.1	1.2	x	x
> COc1ccccc1-c1nn2c(-c3ccccc3Cl)nnc2s1
    x	5.6	-24.8	0.9	x	x

One compound at a time, as listed above. Values in the order: Redox H2O2 prof, bIAP inh, S1P3 antagonist, bIAP activator, ROMK mod, Lmaj promast
Entry for `CN(C)CCN(C)Cc1ccc2c(c1)Cc1ccccc1-2` = x, -7.7, -0.3, 1.1, x, x
Entry for `COc1ccc(CCN(C(=O)c2ccc(F)cc2)C2=CC3CCC(C2)N3C)cc1OC` (stereo not given) = x, 12.0, 0.8, 0.9, x, x

Returning to the listing, repeating the 6 entries before the break.
The line under a structure holds: Redox H2O2 prof	bIAP inh	S1P3 antagonist	bIAP activator	ROMK mod	Lmaj promast
> CN(C)CCN(C)Cc1ccc2c(c1)Cc1ccccc1-2
    x	-7.7	-0.3	1.1	x	x
> COc1ccc(-c2nnc3sc(-c4ccc(Br)o4)nn23)cc1OC
    x	9.8	12.1	0.9	x	x
> CCc1cc2c(=O)c(-c3cscn3)coc2cc1OC
    x	27.7	8.3	0.7	x	x
> Cc1ccc(S(=O)(=O)c2cc3c(=O)n4cccc(C)c4nc3n(Cc3ccco3)c2=N)cc1C
    x	6.1	2.4	0.9	x	x
> COc1ccccc1CC(=O)NCC1CCCO1 (stereo not given)
    x	-17.0	-37.1	1.2	x	x
> COc1ccccc1-c1nn2c(-c3ccccc3Cl)nnc2s1
    x	5.6	-24.8	0.9	x	x
> COC(=O)c1c(N)n(-c2ccc(N3CCOCC3)cc2)c2nc3ccccc3nc12
    x	2.6	1.0	1	x	x
> CN(C)S(=O)(=O)Nc1ccc2c(c1)OCO2
    x	1.1	16.0	1	x	x
> Cc1cccc(N(CC(=O)NC2CCCCC2)C(=O)CCC(=O)Nc2ccccn2)c1
    x	4.9	-37.5	1	x	x
> O=C(O)CN1CCOCCOCCN(CC(=O)O)CCOCCOCC1
    x	-0.2	-18.2	1	x	x
> CCCn1c(=O)c(C(=O)Nc2cnccn2)c(O)c2ccccc21
    x	6.2	-4.0	0.9	x	x
> CCc1nnc(SCC(=O)Nc2ccc(C(C)=O)cc2)nc1CC
    x	5.9	-6.0	0.9	x	x
> CCN(CC)CCCN1C(=O)C(O)=C(C(=O)c2ccc(C)o2)C1c1cccs1 (stereo not given)
    x	5.8	11.4	0.9	x	x
> CCOC(=O)CN(C(=O)CNC(=O)c1ccco1)C(C(=O)NC1CCCCC1)c1cccc(OC)c1 (stereo not given)
    x	-7.8	-0.7	1.1	x	x
> O=C(/N=C1\NC(=O)C(F)(C(F)(F)F)S1)NC1CCCCC1 (stereo not given)
    x	-2.8	-1.8	1	x	x
> COc1cc(C2c3c(oc4ccc(C)cc4c3=O)C(=O)N2c2cc(C)ccn2)cc(OC)c1OC (stereo not given)
    x	10.5	99.0*	0.9	x	x
> COc1ccc(Br)cc1C1NC(=O)c2c(sc3c2CCN(C)C3)N1 (stereo not given)
    x	-3.9	-27.7	1	x	x
> COc1ccc(C(NC(C)=O)c2ccc3cccnc3c2O)c(OC)c1 (stereo not given)
    x	-59.0	20.6	1.6	x	x
> Cc1ccc2nc(NC3=NCN(C4CCCCC4)CN3)nc(C)c2c1
    x	7.8	-16.9	0.9	x	x
> Cc1cc(NC(=O)c2noc3c2CCc2ccccc2-3)no1
    x	18.8	-55.9	0.8	x	x
> Cn1c(N2CCN(C(=O)C34CC5CC(CC(C5)C3)C4)CC2)nc2ccccc21
    x	11.3	9.8	0.9	x	x
> Cc1cc(Oc2ccccc2)nc2ccc(O)cc12
    x	16.2	17.2	0.8	x	x
> Cc1cc(C)cc(N(CC(=O)NC2CCCCC2)C(=O)CCC(=O)Nc2cc(C)ccn2)c1
    x	-2.9	-15.5	1	x	x
> Cn1c(=O)c2c3c(sc2n2c(SCc4ccc5c(c4)OCO5)nnc12)COC(C)(C)C3
    x	7.8	3.7	0.9	x	x
> Cc1ccc(Cn2c(SCC(=O)Nc3cccc(C)n3)nc3c2c(=O)n(C)c(=O)n3C)cc1
    x	-6.4	-17.1	1.1	x	x
> COc1cccc(C(=O)NCC2CCCO2)c1 (stereo not given)
    x	-4.9	-23.6	1	x	x
> CCOC(=O)c1ccc(-n2c(-c3ccco3)nc3ccccc3c2=O)cc1
    x	1.6	-13.1	1	x	x
> CCOC(=O)c1c(NC(=O)c2ccc(Cl)s2)sc(C)c1C
    x	17.7	-22.1	0.8	x	x
> CCOC(=O)CC(=O)CSc1nc2c(cc1C#N)CCCCCC2
    x	-16.5	x	1.2	-0.321	x
> Cn1c(O)c(C=Nc2ccc(Cc3ccncc3)cc2)c(=O)n(C)c1=O
    x	6.8	x	0.9	-0.0146	x
> COc1cccc(/C(O)=C2/C(=O)C(=O)N(CCCN(C)C)C2c2cccc(Cl)c2)c1 (stereo not given)
    x	8.4	x	0.9	0.115	x
> COc1ccc(CSc2nnc3n(C)c(=O)c4c5c(sc4n23)CCCC5)cc1
    x	-4.9	x	1	0.518	x
> c1ccc2c(c1)CCN(c1ncnc3c1[nH]c1ccccc13)C2
    x	-112.7	x	2.1*	-2.92*	x
> Nc1c2c(nc3ccccc13)N(c1ccccc1)CC2
    x	18.5	x	0.8	-0.573	x
> Cc1ccc(S(=O)(=O)c2cc3c(=O)n4cccc(C)c4nc3n(CC3CCCO3)c2=N)cc1 (stereo not given)
    x	-2.3	x	1	0.974	x
> Nc1c2c(nc3ccccc13)N(C1CCCCC1)CC2
    x	18.1	x	0.8	-0.925	x
> COc1ccc(C2=Nn3c(nnc3-c3cccnc3)SC2)cc1OC
    x	0.5	x	1	-0.602	x
> N#CC1=C(SCC(=O)c2ccc(Cl)cc2)NC2=C(C(=O)CCC2)C1c1ccco1 (stereo not given)
    x	18.9	x	0.8	0.0954	x
> COc1ccc2oc(=O)c(C(=O)Nc3ccccc3-c3ccccc3)cc2c1
    -1.4	16.4	x	0.8	x	-5.7

Single entries from the list.
`Cc1ccc(Cn2c(SCC(=O)Nc3cccc(C)n3)nc3c2c(=O)n(C)c(=O)n3C)cc1` in bIAP inh shows -6.4
`Cn1c(=O)c2c3c(sc2n2c(SCc4ccc5c(c4)OCO5)nnc12)COC(C)(C)C3` in bIAP activator shows 0.9
`Cc1cc(NC(=O)c2noc3c2CCc2ccccc2-3)no1` in bIAP activator shows 0.8

This is a subset; the hit share may differ from the screen's.
